Screening data deposited in PubChem by National Center for Advancing Translational Sciences (NCATS).
KB-V1 cytotox: KB-V1 MDR subline cytotoxicity; KB-V1 MDR cells viability, CellTiter-Glo, 72 h; 3.4% of 400,000 active; Potency, µM (titrated, usually from 46.1 µM), for the others: at the highest dose activity change, negative = cytotoxicity, usual class: cytotoxic; also: potency is read from the fitted curve at half-maximal effect; % is scaled to controls: 0 for no effect and ±100 for the full control effect; nearly all actives have a fitted effect of over 60% in size
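Potencies derive from concentration-effect curves fitted to normalized luminescence (CellTiter-Glo) of KB-V1 cells treated for 72 h at 37 degrees C in phenol-red-free DMEM containing 10% FBS.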
SW480 rerep: inducers of DNA re-replication in SW480 colon cancer cells; SW480 DNA re-replication, Hoechst DNA content imaging, 48 h; 1.8% of 340,000 active; Potency, µM (top dose mostly 46.1 µM), inactives show at the top dose re-replication activation, hits mostly activators; also: potency is read from the fitted curve at half-maximal effect; % of control where 0% means no effect; nearly all actives have a fitted effect of over 55% in size
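Compounds, transferred as 23 nL by pin tool, were incubated with cells for 48 hr; DNA content per nucleus was then quantified by Hoechst staining and fluorescence plate imaging.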
HT1080-NT tox: kills 2HG-producing HT-1080-NT fibrosarcoma cells. HT-1080-NT fibrosarcoma viability, CellTiter-Glo ATP luminescence, 48 h. Potency, µM (titrated, usually from 46.1 µM), for the others: at the top dose activity, negative = less viability, hits mostly cytotoxic. 1.6% of 360,000 active;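 also: NT is the 2HG producing partner of a matched IDH1 knockdown line; potency is read from the fitted curve at half-maximal effect; 0% = DMSO-treated cells and -100% = media-only wells without cells; nearly all actives have a fitted effect of over 55% in size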
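Viability of the 2HG-overproducing fibrosarcoma line after 48 hours of compound exposure at 37 degrees C was determined by luminescence with CellTiter-Glo, and concentration-effect curves were then fitted and categorized.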
IL1B secr inh: inflammasome signaling inhibition, IL-1 beta readout | THP-1 LPS/ATP IL-1B secretion, AlphaLISA, 16 h; stronger effect = lower value | activity change, % at 57.5 µM | 4.7% of 360,000 active | AID 743279; in the data active = activity change below about -50%; inconclusive = mostly about -30% to -49%; also: % is scaled to controls: 0 for no effect and ±100 for the full control effect
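Secreted IL-1B measured by AlphaLISA bead assay after 16 h compound exposure of THP-1 cells; compounds (final up to 57.5 uM) added 1 h before LPS (250 ng/mL) and ATP (1.25 mM) stimulation; lower signal means less secretion.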
HT1080 IDH1KD tx: kills HT-1080 cells with IDH1 knockdown; HT-1080 IDH1 knockdown viability, ATP luminescence, 48 h; Potency, µM (series often up to 46.1 µM), without a hit: at the highest dose activity, negative = toxicity, hits mostly cytotoxic; 2% of 360,000 active; AID 686971;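 also: potency is read from the fitted curve at half-maximal effect; 0% = DMSO wells and -100% = cell-free medium wells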
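Assay cells: HT-1080 with IDH1 knockdown, 750 per well, RPMI/5% FBS. Exposure: 48 h at 37 °C following 2 h pre-incubation. Read: CellTiter-Glo luminescence; fitted concentration-response, curve class assigned.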
KB-3-1 tox: kills parental KB-3-1 adenocarcinoma cells; 1.4% of 400,000 active; Potency, µM (doses to about 46.1 µM), without a hit: top-dose activity change, negative = cytotoxic, usual class: cytotoxic; KB-3-1 viability, CellTiter-Glo ATP luminescence, 72 h; AID 1347075; also: potency is read from the fitted curve at half-maximal effect; % is scaled to controls: 0 for no effect and ±100 for the full control effect; nearly all actives have a fitted effect of over 60% in size
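72 h, 37 °C compound treatment of KB-3-1 parental cells; CellTiter-Glo added, 10 min, luminescence read. Data corrected against DMSO-only plates and normalized before curve fitting.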
MCF10A rereplic: DNA re-replication induction in MCF 10a cells; MCF 10A DNA re-replication, Hoechst nuclear intensity, 48 h; Potency, µM (series often up to 46.1 µM), inactives show at the top dose activity, positive = re-replication, usual class: activators; 2.9% of 350,000 active; AID 624296; also: potency is read from the fitted curve at half-maximal effect; % of control where 0% means no effect; nearly all actives have a fitted effect of over 50% in size
ATXN viability: reduces viability in counter-screen for ATXN expression inhibitors | S2 cells (HEK-293 line with an ATXN2-luciferase reporter) viability, CellTiter-Fluor protease fluorescence, 24 h | Potency, µM (highest dose often 56.7 µM), most hits filed as cytotoxic | 0.49% of 400,000 active | AID 651635; also: potency is read from the fitted curve at half-maximal effect; nearly all actives have a fitted effect of over 40% in size
ATXN2 expr inh: ATXN2 expression inhibition; HEK-293 ATXN2-luciferase reporter, luminescence, 24 h; Potency, µM (highest dose often 57 µM), inactives show top-dose activity change, negative = inhibition, hits mostly inhibitors; 0.72% of 360,000 active; also: potency is read from the fitted curve at half-maximal effect; % is scaled to controls: 0 for no effect and ±100 for the full control effect; nearly all actives have a fitted effect of over 55% in size
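ATXN2-luciferase reporter cells (luciferase flanked by upstream and downstream ATXN2 gene portions) were treated 24 h at 37 °C with compounds at up to 57 uM. SteadyGlo luminescence gave expression; GF-AFC fluorescence gave viability.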
The depositor's hits bear a star; i = inactive; ? = inconclusive; · = no result given; & = joins results of further samples; [ ] = dose if it differs, or a comment. Unless noted, calls follow the shape of the dose curve; as a rule, active = well fitted curve in the direction sought with a large enough effect; inconclusive = small, poorly fitted or top-dose-only effect, or another doubt; inactive = no such curve, though single readings can be large; an effect the other way counts as inactive or inconclusive.

SMILES	KB-V1 cytotox	SW480 rerep	HT1080-NT tox	IL1B secr inh	HT1080 IDH1KD tx	KB-3-1 tox	MCF10A rereplic	ATXN viability	ATXN2 expr inh
Cc1cn[nH]c1	12%	-13%&-3%	4%	-1	3%	0%	11%&1%	i	?
CCN(CC)C(=O)N1CCN(c2c([N+](=O)[O-])c(=O)oc3ccccc23)CC1	?	1%	9%	4	7%	-1%	-1%	i	·
Cn1nnnc1SCC(=O)NNC(=O)c1ccc(Cl)cc1	5%	-6%	-18%	8	-14%	3%	4%	i	-6%[11.3 µM]
CCCCCNC(=O)C(CCc1ccccc1)n1c(=O)c(-c2cc3ccccc3[nH]2)nc2ccccc21 (stereo unspecified)	-8%	·	-21%	35	?	4%	·	·	·
CC(=O)c1ccc(N2C(=NC(=O)C3CCCO3)SC3CS(=O)(=O)CC32)cc1 (stereo unspecified)	4%	?	2%	19	7%	3%	1%	i	-1%
CC(Sc1ccc(Cl)cc1)C(=O)NNC(=O)c1ccccc1O (stereo unspecified)	-22%	?	?	163	?	?	17%	i	?
CC(C)Cn1c(=O)c2c(c3ccccc31)OC(C)C(=O)N2 (stereo unspecified)	0%	-2%	0%	25	0%	18%	16%	i	8%
Cc1nc(C)c(C(=O)OCC(=O)N(C)c2ccccc2)s1	7%	-3%	9%	-5	15%	2%	1%	i	-4%
O=C(CN1CCC(O)(c2ccc3c(c2)OCO3)CC1)NC1CCCCC1	0%	-5%	1%	23	2%	11%	1%	i	4%[11.3 µM]
O=C(Nc1cccc2ncccc12)c1ccc(Br)c([N+](=O)[O-])c1	-10%	23%	-16%	-108*	-13%	0%	28%	i	2%[11.3 µM]
Cc1ccc(NC(=O)CCC(=O)c2cc(C)sc2C)nc1	6%	-78%[inhibitor]	8%	-14	3%	9%	16%	i	?
O=C1CC(NNC(=O)c2ccc(Br)cc2)C(=O)N1 (stereo unspecified)	-1%	-10%	19%	·	11%	19%	16%	i	8%
Cc1cccc(C)c1NC(=O)C1CC2CCC1C2 (stereo unspecified)	6%	-6%	10%	6	12%	0%	2%	i	-11%
O=C(CSc1nnnn1-c1ccc2c(c1)OCCO2)N1CCN(C(=O)c2ccco2)CC1	?	-11%	-2%	5	-11%	3%	0%	i	-12%
CSc1ccccc1NC(=O)CN(C)C(=O)C1CC(=O)N(C(C)c2ccccc2)C1 (stereo unspecified)	12%	2%	12%	0	3%	13%	1%	i	-8%
COCCCNC(=O)CN(c1cc(OC)ccc1OC)S(=O)(=O)c1ccccc1	-14%	-3%[9.22 µM]	7%	7	16%	-2%	3%	i	7%
Cc1ccc(-c2nnc(Nc3ccccc3O)c3ccccc23)cc1	-4%	·	·	·	·	4%	·	i	-11%
O=C(CN1C(=O)NC2(CCCCCC2)C1=O)Nc1cccc(F)c1	-3%	-7%	-5%	-7	-1%	12%	-6%	?	-3%
NC(=O)c1ccc2c(c1)S(=O)(=O)c1ccccc1C2=O	?	1%	13%	17	17%	?	8%	?	·
Cc1cccc(NC(=O)CSc2cc(C(=O)c3nccn3C)c3ccccc3n2)c1	6%	1%	7%	11	10%	10%	?	i	-9%
c1cc2c3c(cccc3c1)C(N1CCOCC1)=N2	?	?	4%	·	17%	2%	?	·	-7%
COc1cccc(Cn2nnc(C(=O)NCc3ccccc3Cl)c2N)c1	1%	4%	-7%	-24	1%	8%	5%	i	-15%
CC1(C)C2([N+](=O)[O-])CN3CC1([N+](=O)[O-])CN(C2)C3c1ccc(O)c(O)c1 (stereo unspecified)	15%	20%	-17%	-6	-16%	7%	10%	i	1%
CC(C)CNC(=O)C1(C)CCCN1C(=O)c1cccnc1 (stereo unspecified)	17%	·	19%	26	8%	0%	·	i	9%
O=C(Nc1ccc2c(c1)OCO2)N1CCN(Cc2ccco2)CC1	-6%	-15%	-6%	0	14%	2%	0%	i	?

Another view of 3 compounds above.
Fields: KB-V1 cytotox	SW480 rerep	HT1080-NT tox	IL1B secr inh	HT1080 IDH1KD tx	KB-3-1 tox	MCF10A rereplic	ATXN viability	ATXN2 expr inh
> O=C1CC(NNC(=O)c2ccc(Br)cc2)C(=O)N1 (stereo unspecified)
→ -1%	-10%	19%	·	11%	19%	16%	i	8%
> Cc1cccc(C)c1NC(=O)C1CC2CCC1C2 (stereo unspecified)
→ 6%	-6%	10%	6	12%	0%	2%	i	-11%
> O=C(CSc1nnnn1-c1ccc2c(c1)OCCO2)N1CCN(C(=O)c2ccco2)CC1
→ ?	-11%	-2%	5	-11%	3%	0%	i	-12%

Exported in CSV form: part of the list above
structure,KB-V1 cytotox,SW480 rerep,HT1080-NT tox,IL1B secr inh,HT1080 IDH1KD tx,KB-3-1 tox,MCF10A rereplic,ATXN viability,ATXN2 expr inh
Cc1cn[nH]c1,12%,-13%&-3%,4%,-1,3%,0%,11%&1%,i,?
CSc1ccccc1NC(=O)CN(C)C(=O)C1CC(=O)N(C(C)c2ccccc2)C1 (stereo unspecified),12%,2%,12%,0,3%,13%,1%,i,-8%
O=C(CN1CCC(O)(c2ccc3c(c2)OCO3)CC1)NC1CCCCC1,0%,-5%,1%,23,2%,11%,1%,i,4%[11.3 µM]

Other structures follow:
SMILES	KB-V1 cytotox	SW480 rerep	HT1080-NT tox	IL1B secr inh	HT1080 IDH1KD tx	KB-3-1 tox	MCF10A rereplic	ATXN viability	ATXN2 expr inh
CC(NC(=O)c1ccccc1F)c1nnc(SCC(=O)Nc2nnc(C3CC3)s2)n1C (stereo unspecified)	20%	-25%	1%	3	4%	-5%	4%	i	-2%
CCN1C(=O)[C@H]2[C@H]3CN=C(SCc4ccc(C#N)cc4)N3[C@@](CC)(C(=O)OC)[C@H]2C1=O	-8%	-7%	21%	13	10%	20%	-4%	i	-2%
C(CCc1nn[nH]n1)CCC1CCCCC1	21%	-3%	3%	23	7%	6%	?	i	1%
COc1ccccc1CCNC(=O)c1ccc(-c2nc(CSc3ccc(C)cc3)c(C)o2)cc1	1%	·	·	·	·	0%	·	i	-23%
CCCCCCC(=O)N/N=C/c1ccc(Br)cc1	-3%	?	9%	-20	9%	6%	?	?	-14%
N#CCCCN1C(=O)C(O)(CC(=O)c2ccc3c(c2)OCCO3)c2ccccc21 (stereo unspecified)	5%	0%	13%	12	16%	12%	11%	?	-8%
O=C(COc1ccc(Br)cc1)N1CCCCCC1	-27%	16%	-18%	-16	-5%	-10%	79%	i	39%[activator]
Cc1ccc2[nH]c(CNC(=O)C3CCCCC3)cc2c1	0%	?	-9%	1	-3%	-4%	?	i	20%
O=C(N/N=C/c1ccc[nH]1)c1ccccc1OCc1ccccc1Cl	?	9%	-3%	-90*	-9%	-10%	3%	i	24%
COc1ccc(NC(=O)c2cc(-c3cc(Cl)ccc3C)n[nH]2)c(OC)c1	0%	·	?	-19	?	0%	·	i	-33%
O=C(CS(=O)(=O)c1cccc2nsnc12)Nc1ccccc1	?	·	·	·	·	17%	·	i	16%
O=C(Nc1nnc(-c2cc(Cl)ccc2Cl)o1)C1=COCCO1	-24%	-52%[inhibitor]	13%	7	-1%	2%	-1%	i	19%
O=C1C(Cl)=C(NS(=O)(=O)c2ccc([N+](=O)[O-])cc2)C(=O)c2ccccc21	?	7%	?	-102*	?	?	3%	40µM*	18µM*
O=C(CC1Sc2ccccc2NC1=O)NCc1ccccc1 (stereo unspecified)	1%	6%	8%	16	6%	4%	-2%	i	-9%
O=C(NNC(=O)c1cc2ccccc2cc1O)c1cccs1	-6%	?	-10%	176	-18%	-11%	-1%	?	10%
Cc1cccc(NC(=O)CSc2nc3c(oc4ccccc43)c(=O)n2Cc2ccco2)c1	4%	·	·	·	·	2%	·	i	-1%
COc1ccccc1N1C(=N)S/C(=C\c2ccc(-c3ccccc3C(=O)O)o2)C1=O	0%	-3%	9%	16	8%	13%	11%	i	1%
N#Cc1ccc(-c2ccc(F)cc2)nc1Oc1ccc(Cl)c(Cl)c1	0%	0%	17%	-4	2%	-7%	33%	i	-20%
CCN(C(=O)c1ccc(NC(=O)c2ccco2)cc1)c1ccccc1	-22%	-7%	1%	i	0%	-2%	2%	?	14%
Cc1ccc(SCc2nn(C)c(Cl)c2C=O)cc1	?	-3%	2%	3	-19%	9%	2%	·	-5%[11.3 µM]
CCOC(=O)c1c(NC(=O)C[n+]2ccc(Cc3ccccc3)cc2)sc(C)c1C	?	-5%	?	-74*	?	?	?	i	?
Cc1cccc(C2Nc3ccccc3C(=O)N2c2ccccc2)n1 (stereo unspecified)	?	-4%	4%	0	12%	8%	5%	i	6%
CC1(C)C(=O)Nc2ccccc2N1C(=O)COC(=O)CSc1ccc(F)cc1	0%	26%	11%	34	-1%	-1%	-3%	i	1%
CCOC(=O)C1NN=C(C(=O)c2ccccc2)C1c1ccccc1 (stereo unspecified)	21µM*	0%	-6%	-2	-6%	-14%	10%	i	-13%
CC1(Cc2ccccc2C#N)C(=O)Nc2ccc(-c3ccccc3)cc21 (stereo unspecified)	-4%	·	-25%	-18	?	0%	·	i	-18%
NS(=O)(=O)c1ccc(NC(=O)NC2CC(=O)N(c3ccc4c(c3)OCCO4)C2)cc1 (stereo unspecified)	7%	-5%	3%	7	12%	11%	-1%	?	-2%
COc1ccc(N2CCN(S(=O)(=O)CCNC(=O)COc3cccc(OC)c3)CC2)cc1	-19%	?	-6%	27	-5%	-8%	0%	i	-14%
